ATG4B inhibitor: blocks human ATG4B protease cleavage of LC3 substrate. Q9Y4P1. inhibition, % at 8.33 µM. 340,000 tested, 0.51% active. AID 504462. ATG4B cleavage of LC3-PLA2, NBD-HPC fluorescence, 1 h; in the data active = inhibition above about 40%
SENP1 inh: inhibitors of human SENP1 SUMO protease catalytic domain; Q9P0U3; recombinant SENP1 catalytic domain, CyPet-SUMO1-YPet FRET cleavage; inhibition, % at 10 µM; 360,000 tested, 0.21% active;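 active = inhibition at least 30% at 10 µM, raw YFP signal under a set limit, fluorescence ratio 0.5 to 1.5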;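 note: 0% = enzyme with DMSO and 100% = no enzyme wells; some results filed as inactive read as strong as hits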
Target sequence (Q9P0U3 419-644 limits assumed): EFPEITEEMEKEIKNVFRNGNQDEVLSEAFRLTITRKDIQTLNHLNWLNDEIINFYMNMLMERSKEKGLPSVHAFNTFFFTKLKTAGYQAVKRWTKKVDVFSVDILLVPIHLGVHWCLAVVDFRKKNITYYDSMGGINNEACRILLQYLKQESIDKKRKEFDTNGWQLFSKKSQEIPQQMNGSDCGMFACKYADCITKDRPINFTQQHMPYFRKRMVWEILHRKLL
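material = recombinant human SENP1 catalytic domain, His6-tagged | quantity = 20 pM enzyme | reagent = 25 nM SUMO1 FRET substrate | compound dosing = 10 µM single point, 0.5% DMSO | timing = 50 min enzyme reaction, room temperature, light-protected | detection = FRET, CFP and YFP emission | control set = no-enzyme low, enzyme-DMSO high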
GRIN3A LBD mod: modulates the human NR3A ligand-binding domain; NR3A LBD differential scanning fluorimetry, Tm shift; 0% = protein alone, 100% = glycine-bound protein; Tm shift relative to glycine control, % at 25 µM; 340,000 tested, 2.5% active; AID 1259313;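 active = melting temperature shift of at least 10% of the positive control shift, at one fixed dose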
PfG6PD inh: PfG6PD (Plasmodium falciparum) enzyme inhibition | AID 504690 | 350,000 tested, 0.78% active | inhibition, % at 20 µM | PfGluPho enzyme, NADPH resazurin-diaphorase fluorescence;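 active = inhibition reaching at least a set limit at 20 µM in the primary screen, cut at about 59% in these data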;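 note: 0% = DMSO wells with substrate and 100% = DMSO wells lacking glucose-6-phosphate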
SENP8 block: SENP8 (human) protease inhibition | Q96LD8 | recombinant SENP8, Nedd8 substrate fluorescence | inhibition, % at 20 µM | 360,000 tested, 0.64% active; in the data active = inhibition mostly above about 40%, no sharp cut-off; inactive = mostly below about 27%
Target sequence (Q96LD8 whole entry, looked up): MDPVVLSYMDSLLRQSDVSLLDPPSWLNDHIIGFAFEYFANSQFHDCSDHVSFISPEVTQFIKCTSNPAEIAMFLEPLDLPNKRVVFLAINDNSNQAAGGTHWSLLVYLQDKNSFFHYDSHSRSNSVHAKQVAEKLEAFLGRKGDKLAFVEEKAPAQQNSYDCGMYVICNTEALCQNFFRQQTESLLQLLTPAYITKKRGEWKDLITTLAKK
MPTP block: inhibitors of mitochondrial permeability transition pore | isolated mouse mitochondria, Ca2+ swelling absorbance, 30 min | inhibition, % at 10 µM | 360,000 tested, 1.4% active | AID 602449;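 active = inhibition of 50% or more, scaled per plate between neutral and stimulator controls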;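 note: 0% = DMSO wells given calcium and 100% = 1 mM EGTA wells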
* = called active by the depositor; . = no result given.

Results follow in this order: ATG4B inhibitor, SENP1 inh, GRIN3A LBD mod, PfG6PD inh, SENP8 block, MPTP block
#1 COc1ccc(C(=O)C2CCCN(CCc3ccccc3)C2)cc1OC (stereo not given)
  ., -1.5, ., ., -1.6, -0.4
#2 CCOC(=O)[C@]12Cc3cc(C)ccc3[C@H]1N(C)C(=O)c1cc(OC)ccc12
  ., -0.4, ., ., -1.3, -1.7
#3 COc1ccc(-c2ccc3c(c2)CN(CC(C)C)Cc2cnnn2-3)cc1
  ., 2.9, ., ., -161.8, 0.0
#4 O=C1NCN(c2ccccc2)C12CCN(C(c1cc3ccccc3o1)c1nnnn1-c1ccc3c(c1)OCCO3)CC2 (stereo not given)
  ., 0.4, ., ., 17.2, 1.2
#5 CN(Cc1cccc(-c2ccncc2)c1)C(=O)Oc1ccccc1Cl
  ., 2.1, ., ., 8.2, 47.3
#6 CCOC(=O)[C@]12Cc3cc(OC)ccc3[C@H]1N(Cc1ccccc1)C(=O)c1cc(OC)ccc12
  ., -0.8, ., ., 4.1, 0.9
#7 COc1ccc2c(c1)C1OCCNC1CC2 (stereo not given)
  ., 1.2, ., ., -5.4, 0.4
#8 O=c1[nH]c2ccccc2n1C1CCN(Cc2ccc(-c3[nH]c4cc5ncnc5cc4nc3-c3ccccc3)cc2)CC1
  ., -2.7, ., ., -420.9, -3.9
#9 COc1cccc(C(c2nnnn2-c2ccc3c(c2)OCCO3)N2CCC3(CC2)C(=O)NCN3c2ccccc2)c1OC (stereo not given)
  ., 1.3, ., ., 28.5, 1.6
#10 O=C1NCN(c2ccccc2)C12CCN(C(c1ccccc1OC(F)(F)F)c1nnnn1C1CCCC1)CC2 (stereo not given)
  ., 2.4, ., ., 22.3, 1.7
#11 Cc1cccc(C)c1-n1nnnc1C(C1CC1)N1CCC2(CC1)C(=O)NCN2c1ccccc1 (stereo not given)
  ., 2.3, ., ., 14.1, -2.1
#12 CN(C)P1(=O)N(C)CCN1C
  ., -1.5, ., ., 14.2, 0.6
#13 COc1ccc(CC2=NCCc3cc(OC)c(OC)cc32)cc1OC
  ., 5.8, ., ., -385.9, 0.9
#14 CCOC(=O)[C@]12Cc3ccccc3[C@H]1N(C)C(=O)c1cc(OC)ccc12
  ., 0.1, ., ., 9.1, -2.1
#15 O=C1C2CC(CN3CCCCC23)C2CCCCN12 (stereo not given)
  ., -0.1, ., ., 4.0, -2.0
#16 O=C(COC(=O)c1cc(Br)cc(Br)c1O)NC12CC3CC(CC(C3)C1)C2
  ., -5.7, ., ., -179.2, 2.5
#17 O=C1NCN(c2ccccc2)C12CCN(C(c1nnnn1C1CCCC1)C1CC1)CC2 (stereo not given)
  ., 0.3, ., ., 26.8, -2.9
#18 C[C@@H]1COc2cccc(N3CCN(C)CC3)c2S(=O)(=O)N1
  ., 0.6, ., ., 3.3, 1.6
#19 O=C(O)COc1cc(Cl)c(Cl)cc1Cl
  ., -1.0, ., ., -0.8, -3.0
#20 O=C1NCN(c2ccccc2)C12CCN(C(c1ccccc1OC(F)(F)F)c1nnnn1C1CCCCC1)CC2 (stereo not given)
  ., 1.7, ., ., 16.4, 3.3
#21 Cc1cccc(N2C(=O)NC(=O)/C(=C/c3ccc([N+](=O)[O-])o3)C2=O)c1
  16.5, ., -4.3, 13.9, ., .

11 structures out of the list, sorted by molecular weight, rising:
Results follow in this order: ATG4B inhibitor, SENP1 inh, GRIN3A LBD mod, PfG6PD inh, SENP8 block, MPTP block
#12 CN(C)P1(=O)N(C)CCN1C
  ., -1.5, ., ., 14.2, 0.6
#15 O=C1C2CC(CN3CCCCC23)C2CCCCN12 (stereo not given)
  ., -0.1, ., ., 4.0, -2.0
#18 C[C@@H]1COc2cccc(N3CCN(C)CC3)c2S(=O)(=O)N1
  ., 0.6, ., ., 3.3, 1.6
#13 COc1ccc(CC2=NCCc3cc(OC)c(OC)cc32)cc1OC
  ., 5.8, ., ., -385.9, 0.9
#14 CCOC(=O)[C@]12Cc3ccccc3[C@H]1N(C)C(=O)c1cc(OC)ccc12
  ., 0.1, ., ., 9.1, -2.1
#17 O=C1NCN(c2ccccc2)C12CCN(C(c1nnnn1C1CCCC1)C1CC1)CC2 (stereo not given)
  ., 0.3, ., ., 26.8, -2.9
#11 Cc1cccc(C)c1-n1nnnc1C(C1CC1)N1CCC2(CC1)C(=O)NCN2c1ccccc1 (stereo not given)
  ., 2.3, ., ., 14.1, -2.1
#16 O=C(COC(=O)c1cc(Br)cc(Br)c1O)NC12CC3CC(CC(C3)C1)C2
  ., -5.7, ., ., -179.2, 2.5
#10 O=C1NCN(c2ccccc2)C12CCN(C(c1ccccc1OC(F)(F)F)c1nnnn1C1CCCC1)CC2 (stereo not given)
  ., 2.4, ., ., 22.3, 1.7
#8 O=c1[nH]c2ccccc2n1C1CCN(Cc2ccc(-c3[nH]c4cc5ncnc5cc4nc3-c3ccccc3)cc2)CC1
  ., -2.7, ., ., -420.9, -3.9
#20 O=C1NCN(c2ccccc2)C12CCN(C(c1ccccc1OC(F)(F)F)c1nnnn1C1CCCCC1)CC2 (stereo not given)
  ., 1.7, ., ., 16.4, 3.3

These rows are one share of the data. The share of hits here may be higher or lower than overall.
